Source: PubChem BioAssay
TDP1 cell noCPT = qHTS for Inhibitors of human tyrosyl-DNA phosphodiesterase 1 (TDP1): qHTS in cells in absence of CPT | DT40 Tdp1-/- hTDP1 cells, no CPT, ATP luminescence, 48 h | Potency, µM (titrated, usually from 46.2 µM), inactives show top-dose activity change, negative = growth inhibition, actives largely listed as inhibitors | 15% of 420,000 active | AID 686978, 2013; also: nearly all actives have a fitted effect of over 55% in size
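DT40 Tdp1-/-;hTDP1 cells, no CPT (DMSO vehicle only), 400 cells/well; compounds pin-transferred; ≥48 hr, 37 °C; CellTiter-Glo 30 min RT dark, luminescence read.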
TDP1 block = blocks human tyrosyl-DNA phosphodiesterase 1; Q9NUW8; recombinant TDP1, AlphaScreen DNA substrate cleavage; Potency, µM (doses to about 130 µM), for inactives: at the highest dose activity change, negative = inhibition, hits mostly inhibitors; 0.28% of 350,000 active; AID 485290; also: nearly all actives have a fitted effect of over 40% in size
Target sequence (Q9NUW8 whole entry, looked up): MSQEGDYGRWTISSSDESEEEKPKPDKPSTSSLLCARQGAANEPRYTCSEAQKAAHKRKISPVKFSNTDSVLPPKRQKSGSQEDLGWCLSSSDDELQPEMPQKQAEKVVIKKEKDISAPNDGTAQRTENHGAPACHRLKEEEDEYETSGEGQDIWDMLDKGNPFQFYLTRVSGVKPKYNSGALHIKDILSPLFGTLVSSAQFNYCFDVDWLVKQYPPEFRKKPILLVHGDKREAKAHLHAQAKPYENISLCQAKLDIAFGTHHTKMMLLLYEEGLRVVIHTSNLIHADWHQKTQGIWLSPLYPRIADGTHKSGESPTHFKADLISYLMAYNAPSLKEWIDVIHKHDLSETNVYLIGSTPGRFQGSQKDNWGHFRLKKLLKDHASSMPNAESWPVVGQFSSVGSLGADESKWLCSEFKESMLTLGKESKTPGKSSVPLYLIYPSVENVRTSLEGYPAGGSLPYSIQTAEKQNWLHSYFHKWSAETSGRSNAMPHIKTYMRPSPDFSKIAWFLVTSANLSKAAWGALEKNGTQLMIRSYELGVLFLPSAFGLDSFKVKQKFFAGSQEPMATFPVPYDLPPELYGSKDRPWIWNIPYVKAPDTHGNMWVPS
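E. coli-derived human Tdp1, 1 nM final. Cpd preinc 15 min RT; substrate 15 nM final, 5 min RT; AS bead mix 10 ug/ml final, 10 min RT. Signal loss = tyrosine-FITC cleavage. No-enzyme wells = max signal.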
DT40 TDP1 CPT = growth inhibition of DT40 Tdp1-/-;hTDP1 cells with camptothecin (screen for TDP1 inhibitors); chicken DT40 Tdp1-/-;hTDP1 cells + 20 nM CPT, ATP luminescence, 48 h; Potency, µM (titrated, usually from 46.2 µM), for inactives: top-dose activity change, negative = growth inhibition, hits mostly inhibitors; 12% of 420,000 active; AID 686979; also: nearly all actives have a fitted effect of over 55% in size
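Cell growth measured by CellTiter-Glo luminescence after a minimum 48 h, 37 C compound exposure with 20 nM CPT in Tdp1-knockout DT40 cells stably expressing hTDP1, seeded 400/well; qHTS titration format.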
An asterisk follows results filed as active; ? = inconclusive; . = not tested or not shown; & = joins results of further samples; [ ] = dose if it differs, or a comment. Calls follow the shape of the dose curve; as a rule, active = well fitted curve in the direction sought with a large enough effect; inconclusive = small, poorly fitted or top-dose-only effect, or another doubt; inactive = no such curve, though single readings can be large; an effect the other way counts as inactive or inconclusive. % is scaled to controls: 0 for no effect and ±100 for the full control effect; potency is read from the fitted curve at half-maximal effect. Some of the compounds tested. The share of hits here may be higher or lower than overall.

Values in the order: TDP1 cell noCPT	TDP1 block	DT40 TDP1 CPT
Cc1ccc(Cn2nc(C)c(NC(=O)c3cc(-c4ccc(F)cc4)on3)c2C)cc1
 : 7.31µM*	7.3%	10.3µM*
Cn1c(O)c(C=NC2CC(C)(C)NC(C)(C)C2)c(=O)n(C)c1=O
 : -6.3%	5.2%	2.6%
C=CCn1c(O)c(C(C)=Nc2cc(OC)ccc2OC)c(=O)[nH]c1=O
 : ?	4.8%	-20.3%
C=C(C)C1Cc2c(ccc3c(=O)c4c(oc23)COc2cc(OC)c(OC)cc2-4)O1 (stereo unspecified)
 : -23.3%[9.04 µM]	8.1%&3.6%	-11.6%[9.04 µM]
CCC1=Nc2cc(C(=O)N3CCC4(CC3)OCCO4)ccc2Sc2ccccc21
 : ?	4.7%	?
CN1CCc2cc3c(cc2C1C1OC(=O)c2c1ccc1c2OCO1)OCO3 (stereo unspecified)
 : -4.6%&-11.5%	8.5%	2.9%&-1.7%
Cn1cccc1CN1CCN(C(=O)COc2ccccc2)CC1
 : -28.3%	2.9%	-8.4%
CC1=C(C(=O)O)N2C(=O)[C@@H](NC(=O)CCCC(=O)O)[C@H]2SC1
 : -11.8%	-3.8%	-4.4%
COC(=O)C1=C(N)Oc2c(c(=O)oc3ccccc23)[C@]12C(=O)N(C)c1ccccc12
 : ?	3.8%	?
CC1(C)C(=O)C=C[C@@]2(C)C1CC(O)[C@]1(C)C2CC[C@@]2(C)C(c3ccoc3)OC(=O)C3O[C@]312 (stereo partly specified)
 : 11.6µM*	10.2%[56.1 µM]	13µM*
O=C1NCN(c2ccccc2)C12CCN(C(c1cccs1)c1nnnn1Cc1ccccc1)CC2 (stereo unspecified)
 : ?	.	?
Cc1onc(-c2ccccc2)c1C(=O)N1CCC2(CC1)OCCO2
 : 3.2%	2.2%	-15.0%
CCOC(=O)C1C(=O)N(C)C2(C)CC1c1ccccc1O2 (stereo unspecified)
 : 14.7%	2.0%	-13.7%
O=c1oc2ccccc2c(O)c1[C@H]1c2ccc(O)cc2Oc2c1c(=O)oc1ccccc21
 : 23.1µM*	-11.6%	?
CCCNC(=O)N1[C@H]2CC[C@@H]1C(C(=O)OC)=C(c1ccc(S(C)(=O)=O)cc1)C2
 : 3.0%	.	-3.5%
c1ccc(C2(c3ccccc3)CC2C2=NCCN2)cc1 (stereo unspecified)
 : -28.2%	-2.7%	1.7%
COc1ccc(S(=O)(=O)N(C)C[C@H]2OCCCC[C@H](C)Oc3ccc(N(C)C)cc3C(=O)N([C@H](C)CO)C[C@@H]2C)cc1
 : ?	.	?
COc1ccc(NC(=O)N2C[C@@H]3C[C@@H](C2)c2cccc(=O)n2C3)cc1
 : 1.9%	.	12.5%
CCC[C@@H]1CC2=CC(=O)CC[C@]2(C)[C@@H]2CC[C@@]3(C)[C@H](CC[C@]3(O)CCC(=O)O)[C@H]12
 : -26.1%	?	-3.9%
CC1CC(OC(=O)c2ccccc2)(c2ccccc2)C(C)CN1C (stereo unspecified)
 : ?	-2.7%	-1.2%

Some values from the results shown.
c1ccc(C2(c3ccccc3)CC2C2=NCCN2)cc1 (stereo unspecified) | TDP1 block: -2.7%
COC(=O)C1=C(N)Oc2c(c(=O)oc3ccccc23)[C@]12C(=O)N(C)c1ccccc12 | TDP1 block: 3.8%

Additional entries
Values in the order: TDP1 cell noCPT	TDP1 block	DT40 TDP1 CPT
C/C(=C\c1ccc(N(C)C)cc1)[N+](=O)[O-]
 : 4.11µM*	3.9%	4.11µM*
CC(C)C(=O)c1cn(Cc2ccc(C#N)cc2)c2ccccc12
 : ?	-9.1%[56.1 µM]	29.1µM*
CC(C)CC(N)c1csc(NC(=O)Nc2ccccc2-c2ccccc2)n1 (stereo unspecified)
 : 18.4µM*	.	23.1µM*
CN(CCCC(=O)c1cccnc1)N=O
 : 4.2%	4.9%	0.4%
COC(=O)C1=C(c2ccc(S(C)(=O)=O)cc2)C[C@@H]2CC[C@H]1N2C(=O)NCc1ccc(F)cc1
 : -13.7%	.	-0.3%
COc1cccc(C(c2nnnn2Cc2ccccc2)N2CCC(n3c(=O)[nH]c4ccccc43)CC2)c1OC (stereo unspecified)
 : 3.26µM*	.	2.59µM*
C[N+]1(CCF)[C@@H]2CC[C@H]1CC(OC(=O)C(O)(c1ccccc1)c1ccccc1)C2 (stereo partly specified)
 : -2.2%	.	11.0%
Cc1ccc2c(c1)N(C(=O)CCC(=O)N1CCC3(CC1)OCCO3)CC(C)O2 (stereo unspecified)
 : -28.0%	2.4%	-8.8%
CCC1(Cc2ccccc2)C(=O)NC(=S)N(C)C1=O (stereo unspecified)
 : -24.3%	.	0.6%
COC(=O)C1=C(c2ccc(S(C)(=O)=O)cc2)C[C@@H]2CC[C@H]1N2C(=O)N1CCC(C)CC1
 : ?	.	?

Some of the entries so far, with each value named.
COC(=O)C1=C(c2ccc(S(C)(=O)=O)cc2)C[C@@H]2CC[C@H]1N2C(=O)N1CCC(C)CC1
  TDP1 cell noCPT: ?
  TDP1 block: .
  DT40 TDP1 CPT: ?

COc1cccc(C(c2nnnn2Cc2ccccc2)N2CCC(n3c(=O)[nH]c4ccccc43)CC2)c1OC (stereo unspecified)
  TDP1 cell noCPT: 3.26µM*
  TDP1 block: .
  DT40 TDP1 CPT: 2.59µM*

(continued)
Values in the order: TDP1 cell noCPT	TDP1 block	DT40 TDP1 CPT
COc1ccc(OC)c(/C=N/OC(=O)Nc2ccc(Cl)cc2)c1
 : -6.1%	7.5%	4.6%
CN(C)P1(=O)N(C)CCN1C
 : 13.1%	.	16.6%
C=CCN1C(=O)c2ccccc2Sc2ccc(C(=O)N3CCC4(CC3)OCCO4)cc21
 : ?	2.9%	?
CN1[C@@H]2CC[C@H]1CC(OC(=O)C1C=Nc3ccccc31)C2 (stereo partly specified)
 : ?	5.5%	-17.0%
CC(=O)[C@H]1CCC2C3CC[C@H]4C[C@@H](O)CC[C@]4(C)C3CC[C@@]21C (stereo partly specified)
 : ?	0.4%	?
CN1Cc2c(c(C#N)c(N)n(C)c2=S)CC1(C)C
 : 8.6%	8.4%	?
O=P(O)(O)Cc1ccccc1OP(=O)(c1ccccc1)c1ccccc1
 : ?	1.0%	?
CN1C2C=C(N(C(=O)c3ccc(Cl)cc3)c3ccccc3)CC1CC2 (stereo unspecified)
 : ?	5.2%	-11.7%
CCSc1cc(C2C(C#N)=C(N)Oc3n[nH]c(C)c32)c(C)o1 (stereo unspecified)
 : 16.4µM*	5.5%	?
Cc1cc(-c2nc3ccccc3s2)ccc1NC(=O)c1cc(Cl)ccc1Cl
 : ?	-4.5%	?
COc1ccc(CN2CCCCC2c2cccnc2)cc1C (stereo unspecified)
 : ?	1.0%	?
CCNc1nc(Cl)nc(NC(C)C)n1
 : 0.0%&-10.9%	8.1%[56.1 µM]	24.7%&-6.5%
Cc1nn(C(C)(C)C)c(C)c1/C=N/OC(=O)Nc1ccc(Cl)c(Cl)c1
 : 16.4µM*	6.3%	14.6µM*
Cc1nnc2n1-c1ccc(Br)cc1C(c1ccccc1Cl)=NC2
 : 2.5%	-2.1%	?
CC(C)(C)CC(C)(C)c1ccc(O)cc1
 : 21.7µM*	.	13.7µM*
COc1ccc(NC(=O)CCn2cnc3onc(-c4ccc(F)cc4)c3c2=O)cc1OC
 : 2.91µM*	1.1%	2.91µM*
CC1=C/C(=N\NC(=S)NCCc2ccccc2)CC(C)(C)C1
 : ?	10.3%	?
CCC(=O)N1CCN(CCN=Cc2c(O)n(C)c(=O)n(C)c2=O)CC1
 : -8.7%	2.1%	2.3%
CCOP(=O)(OCC)C(NC(=O)c1ccccc1Cl)=C(Cl)Cl
 : -5.1%	-3.4%	0.4%
CCCCCn1c(=O)c(C(=O)NCc2ccc(Cl)cc2)c(O)c2ccccc21
 : ?	.	?
CCCNC(=O)C1(C)CCN(Cc2ccc3ccccc3c2Br)C1 (stereo unspecified)
 : ?	.	?
COC(=O)C1=C(c2ccc(OC)c(OC)c2)C[C@@H]2CC[C@H]1N2C(=O)NCC1CC1
 : -4.1%	0.0%	-7.2%
O=C(O)CCCOc1ccc(Cl)cc1Cl
 : 0.7%	6.3%	8.9%
COc1ccc(OC)c(N2C(=O)NC(=O)C(CCc3ccncc3)(CCc3ccncc3)C2=O)c1
 : -4.0%	3.3%	-18.5%
CN(C)CCNC(=O)c1cccn(Cc2cc(C(F)(F)F)cc(C(F)(F)F)c2)c1=O
 : -14.4%	4.6%	-10.4%
N/C(=N/[N+](=O)[O-])N1CCN(C(=O)c2ccc(Cl)cc2)CC1
 : -4.3%	0.5%	-3.0%
COc1cc2c(cc1OC)C(C(=O)NC(C)C)C1CCCCN1C2=O (stereo unspecified)
 : 0.4%	7.0%	9.4%
COc1ccccc1N1C(=O)CC(=O)NC1=O
 : 2.3%	2.4%	-1.4%
Cc1ccc(C(=O)C2C(c3ccc(-c4ccccc4[N+](=O)[O-])o3)NC(=O)NC2(O)C(F)(F)F)cc1 (stereo unspecified)
 : ?	.	?
O=C(O)C1CC2(Cl)C(Cl)=C(Cl)C1(Cl)C2(Cl)Cl (stereo unspecified)
 : -25.8%	.	-9.8%
Nc1c(C(=O)NCC2CCCO2)c2nc3ccccc3nc2n1Cc1ccco1 (stereo unspecified)
 : ?	5.6%	?
CC(C)CNc1c2c(nc3ccccc13)CCC2
 : 18.4µM*	.	?
Cc1ccnc(NS(=O)(=O)c2ccc(N=Cc3c(O)n(C)c(=O)n(C)c3=O)cc2)n1
 : 5.2%	1.2%	0.3%
CCCCCNC(=O)C(c1ccncc1)n1c(=O)c(-c2cc3ccccc3[nH]2)nc2ccccc21 (stereo unspecified)
 : ?	.	16.4µM*
CC(=O)OC1(C)CC(C)C(=O)C(C(O)CC2CC(=O)NC(=O)C2)C1 (stereo unspecified)
 : 0.206µM*	.	0.184µM*
CCCCNC(=O)Nc1ccc(C(O)(C(=O)OC)C(F)(F)F)cc1 (stereo unspecified)
 : -28.9%	4.9%	?
Cc1cc(OC(=O)c2cccs2)c2c3c(c(=O)oc2c1)CCCC3
 : 5.17µM*	2.7%	18.4µM*
C[C@]12CCC3C(CC[C@H]4C[C@@H](O)CC[C@]34C)C1C[C@@H](O)[C@@H]2O (stereo partly specified)
 : -22.9%	.	-17.4%
COc1ccc(CCC(C)NCCc2ccccc2)cc1 (stereo unspecified)
 : ?	3.5%	?
CC(C)N1C(=O)NC(=O)C2(Cc3cc([N+](=O)[O-])ccc3N(C)C2c2ccccc2)C1=O (stereo unspecified)
 : ?	5.6%	?
Cc1ccccc1N1CCN(S(=O)(=O)c2nnc(NC(=O)c3ccc(Cl)cc3)s2)CC1
 : ?	-6.5%	-4.6%
CC/C(=N\Nc1ccccc1)c1c(O)n(-c2ccc(OC)cc2)c(=O)[nH]c1=O
 : 4.4%	10.3%	10.1%
COC(=O)C1=C(c2cccc(OC)c2OC)C[C@@H]2CC[C@H]1N2C(=O)N1CCC(O)CC1
 : -0.5%	.	7.0%
CCCc1[nH]nc2c1C1(C(=O)N(CC(N)=O)c3ccccc31)C(C(=O)OC)=C(N)O2 (stereo unspecified)
 : 2.0%	3.8%	-11.1%
CC(C)CCOC(=O)c1c(N)n(CC2CCCO2)c2nc3ccccc3nc12 (stereo unspecified)
 : 20.6µM*	4.5%	?
O=C(O)c1nn(Cc2ccc(Cl)c(Cl)c2)c2ccccc12
 : -3.0%	8.5%[56.1 µM]	3.5%
COc1ccc(CCC(=O)N2CCC3(CC2)OCCO3)cc1
 : 0.2%	0.0%	-4.7%
CCC(=NCc1ccc(F)cc1)c1c(O)n(C)c(=O)n(C)c1=O
 : 18.4µM*	3.8%	23.1µM*
Cc1ccsc1C(=O)C1CCCN(Cc2cnn(C)c2)C1 (stereo unspecified)
 : -4.2%	.	28.5%
C[C@@H](N)[C@@H](O)c1ccccc1
 : -2.1%[21.1 µM]	.	-6.3%[21.1 µM]

Following part
Values in the order: TDP1 cell noCPT	TDP1 block	DT40 TDP1 CPT
CC(C)(C)NC(=O)C1CC2CCCCC2CN1 (stereo unspecified)
 : -16.4%	2.9%	-14.2%
Cc1c(Oc2cc(NN3CCCCC3)c([N+](=O)[O-])cc2[N+](=O)[O-])cccc1[N+](=O)[O-]
 : -29.6%	.	-26.6%
C=C(C)c1cc2cc(C(C)=O)c(O)cc2o1
 : -3.5%[9.04 µM]	6.9%	9.1%[9.04 µM]
O=C(/C=C/c1ccc2c(c1)OCO2)c1c(O)n(CCC2=CCCCC2)c(=O)[nH]c1=O
 : 5.8µM*	-5.6%	?
CC[C@]1(C2=NCCN2)Cc2ccccc2O1
 : -19.6%	2.4%	4.8%
CCOC(=O)[C@@H]1[C@H]2COc3ccc(Br)cc3[C@H]2N2C(=O)N(c3cccc(C)c3)C(=O)[C@]12C
 : ?	0.5%	?
O=C(Nc1ccccc1)c1c(O)[nH]c(=S)[nH]c1=O
 : ?	.	?
